Growth percent in the NCI-60 one-dose screen (48 h, 10 µM unless noted): 100 = growth as untreated, 0 = no growth, -100 = all killed.
COLO 205: COLO 205 colon cancer | AID 1794742 | actives 7.3% (n = 79,000)
HCT-116: HCT-116 colon cancer | actives 7.3% (n = 82,000)
NCI-H226: NCI-H226 lung cancer; actives 3.5% (n = 79,000); AID 1794732
NCI-H460: NCI-H460 lung cancer | actives 6.8% (n = 82,000)
KM12: KM12 colon cancer cells; actives 5% (n = 82,000)
HCT-15: HCT-15 colon cancer | actives 5.2% (n = 82,000) | AID 1794746
SW-620: SW-620 colon cancer | actives 5.2% (n = 82,000)
HT29: HT29 colon cancer. actives 7.4% (n = 81,000)
NCI-H322M: NCI-H322M lung cancer. actives 2.7% (n = 80,000). AID 1794733
* = called active by the depositor; . = no result given; & = joins results of further samples. How the source made its calls: active means growth percent below 10; inactive means the rest.

SMILES	COLO 205	HCT-116	NCI-H226	NCI-H460	KM12	HCT-15	SW-620	HT29	NCI-H322M
Clc1cnc(NC2CCNC2)nc1-n1cnc2ccccc21 (stereo not drawn)	100	101	109	103	106	103	105	99	105
COc1ccc(Nc2cc(C)c(C#N)c3nc4ccccc4n23)cc1	108	78	98	101	100	108	99	99	107
CN(NS(=O)(=O)c1ccc([N+](=O)[O-])cc1)c1ccccc1	93	106	103	.	107	98	110	95	.
CCCCC(CC)C(=O)OC(C)C(=O)N(CCCC)CCCC (stereo not drawn)	106	102	101	103	106	101	105	103	102
COc1cc(/C=C/C(=O)c2cc(-c3cc(OC)c(OC)c(OC)c3)ccc2O)cc(OC)c1OC	81	68	78	64	74	67	73	66	90
O=C(Nc1nc2ccccc2s1)c1cccs1	99	82	63	50	43	37	94	98	76
O=C1C(=O)c2ccccc2C(O)=C1CC=C(Cl)Cl	58&57	40&28	63&73	18&17	46&48	31&26	53&50	35&31	58&76
Cn1c(N2CCCCC2)nc(N)c(C=O)c1=O	.	97	97	112	101	100	104	100	102
OCC1=CC(O)C2C=COC(OC3OC(CO)C(O)C(O)C3O)C12 (stereo not drawn)	97	98	91	104	104	95	102	96	104
CC1=N/C(=C\c2cccc(Cl)c2)C(=O)O1	104	97	97	101	96	104	96	101	99
CCCCCCCSc1ccc(C(=O)CCN2CCN(C)CC2)cc1	112	106	97	104	103	94	97	103	95
CC1=C(NCCN2CCCC2)C(=O)c2c(OCc3ccc(F)c(Cl)c3)cccc2C1=O	70	32	90	58	80	49	79	20	64
C=CCOc1ccc2c(c1)CC[C@@H]1[C@@H]2CC[C@@]2(C)[C@H]1CC[C@]2(C)O	76	94	104	46	58	65	64	.	81
Oc1cccnc1CN1CCCC1	103	116	98	107	113	95	105	108	102
CCOC(=O)c1cc2c(n1C)-c1nc(N)sc1CCC2	100	80	80	98	92	87	99	104	74

An excerpt of these results, as comma-separated lines.
SMILES,COLO 205,HCT-116,NCI-H226,NCI-H460,KM12,HCT-15,SW-620,HT29,NCI-H322M
COc1ccc(Nc2cc(C)c(C#N)c3nc4ccccc4n23)cc1,108,78,98,101,100,108,99,99,107
CN(NS(=O)(=O)c1ccc([N+](=O)[O-])cc1)c1ccccc1,93,106,103,.,107,98,110,95,.
CCCCC(CC)C(=O)OC(C)C(=O)N(CCCC)CCCC (stereo not drawn),106,102,101,103,106,101,105,103,102
COc1cc(/C=C/C(=O)c2cc(-c3cc(OC)c(OC)c(OC)c3)ccc2O)cc(OC)c1OC,81,68,78,64,74,67,73,66,90
O=C(Nc1nc2ccccc2s1)c1cccs1,99,82,63,50,43,37,94,98,76
O=C1C(=O)c2ccccc2C(O)=C1CC=C(Cl)Cl,58&57,40&28,63&73,18&17,46&48,31&26,53&50,35&31,58&76
Cn1c(N2CCCCC2)nc(N)c(C=O)c1=O,.,97,97,112,101,100,104,100,102
OCC1=CC(O)C2C=COC(OC3OC(CO)C(O)C(O)C3O)C12 (stereo not drawn),97,98,91,104,104,95,102,96,104
CC1=N/C(=C\c2cccc(Cl)c2)C(=O)O1,104,97,97,101,96,104,96,101,99
CCCCCCCSc1ccc(C(=O)CCN2CCN(C)CC2)cc1,112,106,97,104,103,94,97,103,95
CC1=C(NCCN2CCCC2)C(=O)c2c(OCc3ccc(F)c(Cl)c3)cccc2C1=O,70,32,90,58,80,49,79,20,64
C=CCOc1ccc2c(c1)CC[C@@H]1[C@@H]2CC[C@@]2(C)[C@H]1CC[C@]2(C)O,76,94,104,46,58,65,64,.,81
Oc1cccnc1CN1CCCC1,103,116,98,107,113,95,105,108,102
CCOC(=O)c1cc2c(n1C)-c1nc(N)sc1CCC2,100,80,80,98,92,87,99,104,74

(further entries)
SMILES	COLO 205	HCT-116	NCI-H226	NCI-H460	KM12	HCT-15	SW-620	HT29	NCI-H322M
CCCCn1c(=O)c(C2CNC(=O)c3ccccc3N2)cc2ccc(Cl)cc21 (stereo not drawn)	90	73	100	87	99	98	100	99	96
CN(C)CCOc1nc2c3cc([N+](=O)[O-])ccc3nn2c2ccccc12	34	17	65	5.0*	42	26	20	26	60
CC1=NS(=O)(=O)c2cc(Cl)ccc2N1	112&120&114	94&101&95	80&108&95	103&102&100	103&106&101	101&103&97	101&109&98	119&115&101	102&104
CCCCN(CCCC)Cc1cc(C)c(C)cc1C	102	97	110	108	105	99	100	87	126
CN1C(=O)/C(=C/c2ccc(C(=O)Nc3ncc(Cc4cccc(C(F)(F)F)c4)s3)cc2)SC1=S	53	44	58	30	28	36	38	55	69
CCOC(=O)c1ccc(N/C=C/C(=O)c2ccc(Cl)cc2)cc1	102	92	95	106	102	101	101	107	101
Cc1ccc2nc3c4ccccc4c4ccccc4c3nc2c1	85	90	91	101	95	95	102	107	89
CCOC(=O)/C(C#N)=C\N(C)C	101	102	106	106	113	104	107	107	93
Cc1ccc(C(=O)CSc2nnc3n2N=C(c2ccc(C)cc2)CS3)cc1	108	98	101	99	98	96	98	90	78
Cc1ccccc1/C=C1N=C(/C=C/c2ccccc2)OC/1=O	101	101	93	104	104	97	104	98	89
CCCc1[nH]nc2c1C(c1cc3c(cc1[N+](=O)[O-])OCO3)C(C#N)=C(N)O2 (stereo not drawn)	121	102	98	105	102	108	103	115	101
CCCCCc1cc(O)cc2c1Oc1cc(O)cc(C(=O)CCCC)c1C(=O)O2	103	81	89	81	85	89	104	88	87
CCOC(=O)c1cc(=O)nc2n1N=C1C(C#N)=C(C)C=C(c3ccccc3)N1N2	99	85	94	102	90	100	99	96	94
CCOC(=O)c1cc(-c2ccccc2)nc2ccc(Cl)cc12	92	86	100	101	98	105	93	69	82
CC(Br)C(C)C(Cl)(Cl)Cl (stereo not drawn)	109	100	99	103	107	98	107	107	101
Cn1ccnc1COc1ccc(C(=O)N2CCN(c3ccccn3)CC2)cc1	113	107	95	103	105	99	101	112	101
O=Cc1c(OCc2cnnn2CC(=O)Nc2cccc3ccccc23)ccc2ccccc12	116	98	.	103	102	110	95	104	98
COc1cccc(-c2nn(-c3ccccc3)cc2-c2ccnc(NCCNS(=O)(=O)c3ccc(Cl)cc3)c2)c1	4.9*	21	42	33	29	24	48	12	64
NNC(=O)c1ccccc1[N+](=O)[O-]	106	103	97	110	109	105	97	103	118
COc1cccc(/C=C2/C[C@]3(C)[C@H]4CC[C@@H]5[C@@H](C(=O)/C=C/c6cccc(OC)c6OC)CC[C@@]5(C)[C@]4(C)CC[C@H]3C(C)(C)C2=O)c1OC	140	81	94	100	101	80	110	95	105
C#Cc1cccc(Nc2ncnc3ccc(N/C=C(/C#N)C(=O)OCC)cc23)c1	104	103	90	100	98	94	105	98	52
Cc1cc2c(cc1C)N(C(=O)CCl)CC(=O)N2	-96*	-11*	33	89	60	7.6*	-48*	-60*	95
CCn1cc(C2=C(c3cn(C)c4ncccc34)C(=O)N(O)C2=O)c2cccnc21	102	100	96	108	95	114	101	108	97
c1ccc(COC2COC(c3ccccc3)OC2)cc1 (stereo not drawn)	110	101	99	105	122	123	109	80	118
CN(C)CCCn1c2c(c3ccc(N4CCNCC4)cc3c1=O)C(=O)c1ccccc1-2	4.6*	-89*	14	-48*	-32*	-36*	-22*	-52*	13
O=C1/C(=C/c2ccc(O)cc2O)Oc2cc(O)ccc21	109	106	.	107	113	105	104	108	102
CCOC(=O)CC1CSC(c2ccccc2O)=N1 (stereo not drawn)	116	111	99	101	100	104	104	101	108
O=C(Cc1ccccc1)c1ccc(O)c(Cl)c1	55	27	84	32	51	14	22	30	80
CCN(CC)CCCC(Nc1c2ccc(Cl)cc2nc2ccc(OC)cc12)c1ccc(Cl)cc1 (stereo not drawn)	-74*	-89*	37	-69*	-57*	-55*	-76*	-50*	-17*
CCc1nc(NC(C)(C)C)c2cnn(-c3ccccc3)c2n1	115	94	112	77	85	63	100	47	120
C=C(C)[C@@H]1CC[C@]2(C=O)CC[C@]3(C)[C@H](CC[C@@H]4[C@@]5(C)C/C(=C/c6ccc(C(F)(F)F)cc6)C(=O)C(C)(C)[C@@H]5CC[C@]43C)[C@@H]12	108	76	87	96	88	.	95	94	97
CCc1ccc(NC2CC(=O)N(CCc3ccccc3)C2=O)cc1 (stereo not drawn)	107	102	100	102	104	99	100	101	98
O=C1/C(=C/c2ccc(B(O)O)cc2F)Oc2ccccc21	111	104	85	98	94	108	97	103	89
CC[C@]12C=CCN3CC[C@]4(C(=C(C(=O)OC)C1)Nc1cc5c(cc14)[C@@H]1[C@H](O5)[C@@H](O)[C@@]4(CC)CC(C(=O)OC)=C5Nc6cc(O)ccc6[C@@]56CCN1C46)C32 (stereo partly drawn)	-48*	-71*	-1.3*	10	-30*	-45*	2.8*	4.5*	0.2*
O=C1CC2CC1C1C=CCC21 (stereo not drawn)	106	113	109	110	100	97	105	103	101
COc1ccc(-c2nc3ccc(-c4nc5ccc(N6CCN(c7ccc(N)cc7)CC6)cc5[nH]4)cc3[nH]2)cc1OC	23	37	55	53	78	81	58	34	86
COc1ccc(/C=C/C(=O)N2C(=O)c3ccccc3S2(=O)=O)cc1OC	110	100	98	110	101	100	108	110	99
O=C1c2cccnc2C(=O)c2c1c(C(=O)NCCCc1ccccc1)c1ccccn21	45	53	75	41	81	37	69	80	74
OCc1ccccc1F	92	58	103	48	107	15	58	31	105
CC(C)CC(N)c1nnc(CCC(=O)c2nc3ncccc3[nH]2)o1 (stereo not drawn)	123	104	91	104	101	110	99	101	100
O=C(O)C1C2CCC(CC2)C1C(=O)O (stereo not drawn)	114	112	108	114	111	114	109	111	128
O=[N+]([O-])c1ccccc1Sc1ccccc1[N+](=O)[O-]	110	95	98	103	93	99	110	92	91
CCOC(=O)CNS(=O)(=O)CC(=O)c1ccccc1	130	103	101	.	108	110	110	80	88
Cc1cc(Cl)nc(NCc2cc(Nc3ccnc4cc(Cl)ccc34)ccc2F)n1	76	24	64	35	80	12	44	9.3*	80
C/C(=C\CCc1ccoc1C)CC/C=C(\C)CCCO	116	99	85	102	112	93	105	110	104
O=C1c2ccccc2C23C(=C(Br)c4ccccc42)CCCCN13 (stereo not drawn)	113	105	100	108	101	101	111	110	100
c1ccc(-c2n(Cc3ccc4ccccc4c3)c3ccccc3[n+]2Cc2ccc3ccccc3c2)cc1	-71*	-85*	.	-82*	-87*	-32*	-48*	-68*	3.6*
COc1ccc(Nc2nc(-c3ccc(O)cc3)nc3n[nH]c(Nc4ccccc4)c23)cc1	52	33	75	29	37	41	30	69	64
O=S(=O)(NCCCNc1nccc(-c2c(-c3cccc(F)c3)nc3occn23)n1)c1cccc(F)c1	64	60	66	78	93	80	94	52	86
O=C1C(Cl)C(c2ccccc2O)N1n1cnnc1 (stereo not drawn)	.	92	96	98	93	104	95	101	98
CCOC(=O)c1c2c(n(-c3ccc(F)cc3)c1-c1ccccc1)C=CCC2	91	75	107	97	83	86	103	71	88
CCOC(=O)C1C(C)NC(C)C(C(=O)OCC)C1C (stereo not drawn)	140	105	102	108	115	100	118	109	86
O=C(Cn1c[n+](CC(=O)c2ccc(-c3ccccc3)cc2)c2ccccc21)Nc1cccc2cccnc12	-62*	12	50	29	-31*	96	36	7.5*	77
CCCCCCCCCCNCCC(=O)O	108	103	96	103	101	100	98	101	102
Nc1ncnc2c1c(-c1ccc(Oc3ccccc3)cc1)nn2C[C@H]1SSC[C@@H]1O	6.7*	13	23	22	33	66	51	5.4*	47
O=C(NNC(=S)Nc1ccc([N+](=O)[O-])cc1)c1ccc(NC(=O)c2ccccn2)cc1	116	96	102	101	104	96	98	106	93
COc1cc(C(=O)NC(=S)Nc2csc(-c3ccc(F)cc3)n2)cc(OC)c1OC	122	100	92	114	100	103	96	100	120
CN(C(=O)c1cc(S(=O)(=O)Nc2cccc(Cl)c2)c(O)c(O)c1O)c1ccc(N(C)C(=O)c2cc(S(=O)(=O)Nc3cccc(Cl)c3)c(O)c(O)c2O)cc1	94	83	109	93	89	70	92	103	68
Cc1cc2c(cc1C)-n1c(C)cc(=O)n1CC(=O)N2	121	122	96	98	113	97	103	109	95
N#Cc1ccc(O)c(C2=NCC(c3ccccc3)O2)c1 (stereo not drawn)	36	18	68	20	37	21	29	46	56

The list continues.
SMILES	COLO 205	HCT-116	NCI-H226	NCI-H460	KM12	HCT-15	SW-620	HT29	NCI-H322M
Cc1cc(=O)oc2cc(OCCCCOc3ccc(/C=C/C(=O)Nc4ccccc4)cc3)ccc12	135	81	54	62	88	84	104	95	92
CCOC(=O)c1n[nH]n2c1nc(=O)c1cn(C)nc12	121	103	107	108	100	108	100	104	99
CSc1nc(Nc2cccc(NC(=O)/C=C/C(=O)O)c2)c(C#N)c(-c2cccc([N+](=O)[O-])c2)n1	115	106	97	101	101	107	106	109	101
CCc1ccc(NCC(=O)Cn2cc(COc3ccc(C=Nc4cnc5ccccc5c4)cc3)nn2)cc1	111	103	114	115	105	110	104	113	113
CC1(C)CC(N2CCN(CCO)CC2)=CC(=S)N1	.	95	105	111	100	110	94	112	117
C/C(=N\Nc1ccc(Cl)cc1)c1ccc(NC2=CC(=O)c3ccccc3C2=O)cc1	84	60	78	60	57	39	71	68	85
O=S(=O)(NCCCNc1nccc(-c2c(-c3cccc(O)c3)nc3occn23)n1)c1ccc(Br)cc1	32	65	103	97	94	102	112	39	113
Cc1cc2cn3c4ccccc4oc(=O)c3c2cc1C	106	100	97	101	104	96	110	103	90
Cc1csc(NC(c2ccccc2)c2cn(C)c3ccccc23)n1 (stereo not drawn)	103	75	89	97	96	94	97	96	92
CCOC(=O)[C@H](CCc1ccccc1)N[C@H](C)C(=O)N1C2CCCCC2C[C@H]1C(=O)O (stereo partly drawn)	116	97	101	103	108	105	105	101	122
CNC(=O)c1cc(-c2ccc(NC(=O)Nc3ccc(C)cc3)cc2)nc2cccnc12	115	90	61	105	102	94	104	99	97

Screening results (PubChem BioAssay)
